Screens as filed in PubChem BioAssay.
C diff HTS: C. difficile growth inhibition | hit rate 0.25% among 86,000 | Clostridium difficile clinical isolate growth, OD600, 24 h; hits give low values | growth activity, negative = inhibition, % at 16 µg/mL (by protocol) | AID 1259249;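 active means mean growth activity at or below -80% and every replicate also at or below -80%; inconclusive means mean at or below -80% but some replicate above -80%; inactive means mean growth activity above -80%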;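 further: 0% = DMSO wells and -100% = levofloxacin 16 µg/mL wells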
KDM4C inh: inhibitors of human demethylase GASC-1 KDM4C; GST-KDM4C 2-372, H3K9me3 peptide, LANCE TR-FRET; inhibition, % at 12.5 µM; AID 720574; hit rate 0.15% among 96,000;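 active means mean replicate inhibition above about 25%, with at least 55% of replicates also reaching it, limit read from the data, passing the limit was not always enough; inconclusive means only one of those two conditions met; inactive means neither condition met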
Target sequence (Q9H3R0 2-372 limits assumed): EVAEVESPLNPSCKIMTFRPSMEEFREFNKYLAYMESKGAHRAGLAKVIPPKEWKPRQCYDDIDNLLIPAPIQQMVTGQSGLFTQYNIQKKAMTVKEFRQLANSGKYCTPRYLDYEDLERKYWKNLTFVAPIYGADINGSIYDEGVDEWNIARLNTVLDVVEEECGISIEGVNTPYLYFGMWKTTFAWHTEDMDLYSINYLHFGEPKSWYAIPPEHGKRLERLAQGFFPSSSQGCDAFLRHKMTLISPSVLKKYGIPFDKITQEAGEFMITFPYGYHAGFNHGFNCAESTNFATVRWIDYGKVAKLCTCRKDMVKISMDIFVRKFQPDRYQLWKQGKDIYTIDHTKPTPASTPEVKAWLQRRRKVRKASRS
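Test system – GST-tagged GASC-1 (JMJD2C) catalytic fragment, aa 2-372 · Medium – HEPES buffer, pH 7.5, plus ascorbate · Reagent – H3K9me3 peptide with Fe(II)/2OG · Compound – one test concentration per compound · Timing – 30 min reaction, 60 min detection, RT · Technique – TR-FRET with Eu antibody and ULight streptavidin, EDTA stop · Read-out basis – inhibition from TR-FRET ratio decrease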
T cruzi growth: T. cruzi proliferation inhibition; T. cruzi beta-gal in NIH3T3, GalScreen luminescence, 90 h; inhibition, % at 8.34 µM; hit rate 5.9% among 77,000;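 active means mean inhibition above about 93%, with at least 55% of replicates each passing it, limit read from the data, passing the limit was not always enough; inconclusive means only one of those two conditions holds; inactive means neither condition holds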
Pf Dd2 inh: P. falciparum Dd2 growth inhibition; SYBR Green, 72 h; hits give low values; activity change, % at 10 µM; hit rate 2.3% among 94,000; AID 1159554; in the data active means activity change below about -80%; inconclusive means no clear call, values can overlap the other calls
Starred values were filed as active, the others as inactive; ? = inconclusive; · = not tested or not shown; & = joins results of further samples.

mol	KDM4C inh	Pf Dd2 inh	T cruzi growth	C diff HTS
COc1ccccc1CNC(=O)C[C@@H]1CC[C@@H]2[C@H](COc3ccc(NC(=O)Nc4ccc(F)c(F)c4)cc3C(=O)N2C)O1	-1.3	-32	65	4
O=C(CN1CCOCC1)NCC[C@@H]1CC[C@H](NC(=O)Nc2ccc(C(F)(F)F)cc2)[C@H](CO)O1	0.5	9	11	·
COc1ccc2c3c(n(C)c2c1)[C@H](CO)N(S(=O)(=O)c1ccc(C)cc1)CC31CCN(S(=O)(=O)c2ccc(C)cc2)CC1	0.3	-76	·	0
COC(=O)C[C@H]1CC[C@H]2[C@@H](COc3ccc(NC(=O)Nc4ccc(Cl)cc4)cc3C(=O)N2C)O1	-0.2	9	44	8
COCC(=O)N1[C@H](C#N)[C@@H](c2ccccc2C2=CCCCC2)[C@H]1CO	0.9	-3	·	1
COc1cccc(CNC(=O)C[C@H]2CC[C@H](NC(=O)C3CCOCC3)[C@@H](CO)O2)c1	-1.8	-7	21	3
C[C@@H]1CCCCO[C@@H](CN(C)Cc2ccc3c(c2)OCO3)[C@@H](C)CN([C@@H](C)CO)C(=O)c2cc(NC(=O)Nc3ccc(F)cc3)ccc2O1	-2.2	-26	98*	7
O=C(C[C@H]1C=C[C@H](NC(=O)C2CC2)[C@@H](CO)O1)Nc1nccs1	-0.6	-16	-48	·
C[C@H]1CN([C@@H](C)CO)C(=O)c2cccc(NC(=O)Nc3ccccc3)c2O[C@H]1CN(C)C(=O)Nc1ccc(C(F)(F)F)cc1	-1.2	-4	27	8
COc1ccc(NC(=O)N2CC(=O)N3[C@H](CO)[C@H](c4ccc(C#CCC5CCCC5)cc4)[C@@H]3C2)cc1	0.3	-69	·	0
C[C@@H]1CN([C@H](C)CO)C(=O)c2cc(NC(=O)CCCN(C)C)ccc2O[C@@H]1CN(C)S(=O)(=O)c1ccccc1	2.1	0	13	-2
CCC(=O)Nc1ccc2c(c1)C(=O)N(C)[C@H]1CC[C@@H](CC(=O)N[C@@H](C)c3ccccc3)O[C@@H]1CO2	-1.4	6	45	0
CO[C@H]1CC[C@@H]2CCN(C)C(=O)[C@@H](C)[C@H](OC)CN(C)C(=O)c3cccc(C#N)c3OC[C@H]1O2	0.4	1	-47	·
CN(C)C(=O)c1ccc(-c2ccc3c(c2)[C@H]2[C@H](CCN2C(=O)C2CCCCC2)[C@@H](CO)N3C)cc1	5.0	-64	·	14
COc1ccc(CN(C)C[C@H]2Oc3ccc(NC(=O)NC(C)C)cc3CC(=O)N([C@H](C)CO)C[C@H]2C)cc1	0.6	10	·	5&1
COc1ccc(S(=O)(=O)N(C)C[C@@H]2Oc3ncccc3C(=O)N([C@H](C)CO)C[C@@H]2C)cc1	3.7	-3	·	-6
COc1cccc(S(=O)(=O)N[C@H]2CC[C@@H](CCn3cc(-c4ccccc4)nn3)O[C@H]2CO)c1	0.5	-20	8	-7
C[C@@H]1CN([C@@H](C)CO)C(=O)c2cccc(NC(=O)c3ccc(-c4nccs4)cc3)c2O[C@H]1CN(C)C(=O)Nc1ccc2c(c1)OCO2	9.5	8	-75	·
C[C@@H]1CCCCO[C@H](CN(C)S(=O)(=O)c2ccc(F)cc2)[C@@H](C)CN([C@H](C)CO)C(=O)c2cc(NS(=O)(=O)c3cccs3)ccc2O1	2.3	-23	-32	4
C[C@H]1CCCCO[C@@H](CN(C)C(=O)CCCN(C)C)[C@@H](C)CN([C@@H](C)CO)C(=O)c2cc(NC(=O)Nc3ccccc3)ccc2O1	2.4	5	-46	-4
CS(=O)(=O)N1[C@@H](C#N)[C@H](c2ccc(C#CC3CCCC3)cc2)[C@@H]1CO	-2.1	17	?	-6
COCC#Cc1ccc2c(c1)O[C@H](CN(C)C(=O)c1ccccc1F)[C@H](C)CN([C@@H](C)CO)S2(=O)=O	-2.5	-7	-72	1
CCC(=O)N1C[C@H](C)[C@H](OC)CN(C)C(=O)c2ccc(NC(=O)COC)cc2OC[C@H]1C	0.4	2	·	-6
C[C@@H]1CCCCO[C@@H](CN(C)S(=O)(=O)c2cccs2)[C@H](C)CN([C@@H](C)CO)C(=O)c2cc(NS(=O)(=O)c3cccs3)ccc2O1	0.5	-32	-11	6
CC(C)NC(=O)Nc1cccc2c1O[C@@H](CN(C)C(=O)NC(C)C)[C@@H](C)CN([C@@H](C)CO)C2=O	1.0	-2	-7	-1
CCC(=O)N1[C@H](C(=O)N2CCc3ccccc3C2)[C@@H](CO)[C@@H]2Cn3c(cccc3=O)[C@@H]21	8.9	9	2	0
COc1ccc(S(=O)(=O)Nc2ccc3c(c2)C(=O)N([C@H](C)CO)C[C@@H](C)[C@H](CN(C)S(=O)(=O)c2ccc(F)cc2)OCCCC[C@@H](C)O3)cc1	-2.7	-69	105*	4
COc1ccc(-c2ccc3n(c2=O)C[C@@H]2N[C@H]3[C@H](C(=O)N3CCCCC3)[C@H]2CO)cc1	-2.2	39	·	-3
O=C(N[C@@H]1C=C[C@@H](CC(=O)N2CCc3ccccc3C2)O[C@H]1CO)C1CC1	1.1	21	47	·
COc1ccc2c3c([nH]c2c1)[C@H](CO)N(S(C)(=O)=O)CC31CN(CC2CCOCC2)C1	-1.0	10	·	1
CC(C)NC(=O)N1CC2(C1)[C@H](c1ccccc1)[C@H](CO)N2C(=O)C1CCOCC1	1.7	29	·	-1
COCC#Cc1ccc2c(c1)O[C@@H](CN(C)C(=O)Nc1ccc(OC)cc1)[C@@H](C)CN([C@@H](C)CO)S2(=O)=O	-0.3	-8	-141	-3
CCCN(C)C[C@@H]1Oc2cc(-c3cncnc3)ccc2S(=O)(=O)N([C@H](C)CO)C[C@@H]1C	2.3	-45	·	4
COc1ccc(CN(C)C[C@H]2OCCCC[C@H](C)Oc3ccc(NC(=O)c4ccccc4)cc3C(=O)N([C@@H](C)CO)C[C@@H]2C)cc1	-2.9	-49	61	-1
O=C(c1ccc(F)cc1)N1CC(=O)N2[C@@H](CO)[C@H](c3ccc(-c4ccccc4F)cc3)[C@@H]2C1	-1.8	-47	·	-3
CN1C(=O)c2cc(NC(=O)c3ccc(C(F)(F)F)cc3)ccc2OC[C@H]2O[C@H](CC(=O)NC3Cc4ccccc4C3)CC[C@H]21	-1.9	-27	77	·

Record cards, as listed above. Order of screens: KDM4C inh, Pf Dd2 inh, T cruzi growth, C diff HTS
Results for COc1ccc(S(=O)(=O)Nc2ccc3c(c2)C(=O)N([C@H](C)CO)C[C@@H](C)[C@H](CN(C)S(=O)(=O)c2ccc(F)cc2)OCCCC[C@@H](C)O3)cc1 = -2.7, -69, 105*, 4
Results for O=C(N[C@@H]1C=C[C@@H](CC(=O)N2CCc3ccccc3C2)O[C@H]1CO)C1CC1 = 1.1, 21, 47, ·

(next part)
mol	KDM4C inh	Pf Dd2 inh	T cruzi growth	C diff HTS
C[C@@H]1CN([C@H](C)CO)C(=O)c2cc(N(C)C)ccc2O[C@@H]1CN(C)C(=O)Nc1ccc2c(c1)OCO2	17	7	-22	-2
O=C(C[C@@H]1C=C[C@@H](NC(=O)c2ccccn2)[C@@H](CO)O1)NCc1cc(F)cc(F)c1	1.2	12	39	·
C[C@H](CO)N1C[C@H](C)[C@@H](CN(C)CC2CCCCC2)Oc2ccc(NC(=O)Nc3ccc(C(F)(F)F)cc3)cc2C1=O	·	-7	40	-4
CCCC(=O)Nc1ccc2c(c1)OC[C@@H](C)N(C(C)=O)C[C@@H](C)[C@@H](OC)CN(C)C2=O	2.9	·	-29	2
O=C([C@H]1[C@H](CO)[C@H]2Cn3c(cccc3=O)[C@H]2N1CC1CCCC1)N1CCOCC1	2.3	14	1	-2
C[C@@H]1CN([C@@H](C)CO)S(=O)(=O)c2ccc(C#CC(C)(C)O)cc2O[C@H]1CN(C)CC1CCCC1	1.3	-37	34	·
COc1cccc(-c2ccc(C3[C@H]4CNC[C@@H]3N4CC3CCCCC3)cc2)c1 (stereo partly specified)	-2.1	-22	·	4
C[C@H]1CN([C@@H](C)CO)C(=O)Cc2cc(NC(=O)Cc3cn(C)c4ccccc34)ccc2O[C@@H]1CN(C)Cc1ccc2c(c1)OCO2	-3.2	-52	60	10
CC(C)(O)C#Cc1ccc([C@@H]2[C@@H](CO)N3CCCCN(C(=O)c4cccc(F)c4)C[C@H]23)cc1	1.6	16	120*	2
CS(=O)(=O)Nc1ccc2c(c1)[C@H]1C[C@H](CC(=O)NCCc3ccccc3)O[C@H](CO)[C@H]1O2	-1.0	9	52	-4
CO[C@H]1CC[C@H]2CCOc3ccc(C#N)cc3C(=O)N(C)C[C@@H](C)C(=O)N(C)C[C@@H]1O2	0.4	·	7	-8
C[C@H](CO)N1C[C@H](C)[C@@H](CN(C)S(=O)(=O)c2cccs2)OCCCC[C@H](C)Oc2ccc(NC(=O)Nc3cccc4ccccc34)cc2C1=O	-0.2	-4	38	·
COc1ccc(S(=O)(=O)Nc2ccc3c(c2)CC(=O)N([C@@H](C)CO)C[C@H](C)[C@@H](CN(C)Cc2ccc(-c4ccccc4)cc2)O3)cc1	-2.3	-9	88	7
CCCNC(=O)N1CC2(CCN(CC3CCCC3)CC2)c2c([nH]c3cc(OC)ccc23)[C@H]1CO	6.2	-10	·	-2
COc1ccc(NC(=O)N[C@@H]2C=C[C@H](CC(=O)NC3CCC3)O[C@H]2CO)cc1	-0.6	25	·	1
CCCC#Cc1ccc2c(c1)O[C@@H](CN(C)C(=O)CN(C)C)[C@H](C)CN([C@H](C)CO)S2(=O)=O	2.7	-42	·	-1
COc1ccc(S(=O)(=O)N(C)C[C@H]2OCCCC[C@@H](C)Oc3ccc(NC(=O)Cc4ccccc4)cc3C(=O)N([C@@H](C)CO)C[C@H]2C)cc1	-2.3	-71	71	7
C[C@@H]1CN([C@@H](C)CO)C(=O)c2cc(NC(=O)Nc3ccc(F)cc3)ccc2O[C@@H](C)CCCCO[C@@H]1CN(C)Cc1ccc(C(=O)O)cc1	-0.4	10	31	6
C[C@@H]1CN([C@@H](C)CO)C(=O)Cc2cc(NC(=O)C3CC3)ccc2O[C@H]1CN(C)Cc1ccncc1	0.5	-1	40	-2
CCCN(C)C[C@@H]1Oc2cc(C#CCOC)ccc2S(=O)(=O)N([C@H](C)CO)C[C@@H]1C	-0.9	-66	12	3
O=C(CN1CCOCC1)NCC[C@@H]1CC[C@@H](NC(=O)Nc2ccc(C(F)(F)F)cc2)[C@@H](CO)O1	0.3	26	-8	·
C[C@@H]1CN([C@H](C)CO)C(=O)Cc2cc(NS(=O)(=O)c3ccc(F)cc3)ccc2O[C@@H]1CN(C)C(=O)Nc1ccccc1	0.5	27	10	2
Cc1noc(C)c1S(=O)(=O)Nc1ccc2c(c1)C(=O)N([C@@H](C)CO)C[C@H](C)[C@H](CN(C)C(=O)Nc1ccc(C(F)(F)F)cc1)OCCCC[C@H](C)O2	-0.2	-46	66	2
CN1C(=O)c2cc(NC(=O)C3CCCC3)ccc2OC[C@H]2O[C@@H](CC(=O)NCC(F)(F)F)CC[C@@H]21	-2.0	15	-36	-2
C[C@H]1CCCCO[C@@H](CN(C)Cc2ccncc2)[C@@H](C)CN([C@@H](C)CO)C(=O)c2cc(NC(=O)Nc3ccc(C(F)(F)F)cc3)ccc2O1	0.0	-63	101*	-7
O=C(Nc1cc(F)ccc1F)N1[C@@H]2CNC[C@H]1C2c1ccc(-c2cccnc2)cc1 (stereo partly specified)	1.5&-0.5	-8&17	·	-10&-1
Cc1cccc(-c2ccc([C@H]3[C@@H](CO)N4CCCCN(C(=O)c5cccnc5)C[C@H]34)cc2)c1	-0.9	25	114*	0

Grouped by structure: those above with a thiophene ring, fused or not (3)
mol	KDM4C inh	Pf Dd2 inh	T cruzi growth	C diff HTS
C[C@@H]1CCCCO[C@H](CN(C)S(=O)(=O)c2ccc(F)cc2)[C@@H](C)CN([C@H](C)CO)C(=O)c2cc(NS(=O)(=O)c3cccs3)ccc2O1	2.3	-23	-32	4
C[C@@H]1CCCCO[C@@H](CN(C)S(=O)(=O)c2cccs2)[C@H](C)CN([C@@H](C)CO)C(=O)c2cc(NS(=O)(=O)c3cccs3)ccc2O1	0.5	-32	-11	6
C[C@H](CO)N1C[C@H](C)[C@@H](CN(C)S(=O)(=O)c2cccs2)OCCCC[C@H](C)Oc2ccc(NC(=O)Nc3cccc4ccccc34)cc2C1=O	-0.2	-4	38	·
